Bioassay records as filed in PubChem.
Y pestis TopoI – inhibitors of Yersinia pestis topoisomerase I. Y. pestis Topo-I cleavage product accumulation, plate reader. activity, % at 10 µM. 360,000 tested, 0.064% active. AID 504884; in the data active means activity above about 50%, passing the limit was not always enough; inconclusive means no clear call, values can overlap the other calls; further: inactives centre near 2
SARS 3CLpro inh – SARS-CoV 3CLpro protease inhibition. P0C6X7. recombinant SARS-CoV 3CLpro, quenched FRET peptide cleavage. inhibition, % at 6 µM. 290,000 tested, 0.14% active; in the data active means inhibition above about 12%
BoNT A protease – inhibitors of Botulinum neurotoxin A light chain protease; multiplex microsphere protease substrate cleavage, flow cytometry; AID 588499; inhibition, % at 10 µM; 360,000 tested, 0.17% active; further: plate controls were buffer without enzyme for full effect and enzyme alone for no effect
Anthrax LF prot – inhibitors of Bacillus anthracis lethal factor protease. multiplex microsphere protease cleavage assay, LF. inhibition, % at 10 µM. 360,000 tested, 0.12% active. AID 588501; further: plate controls were buffer without enzyme for full effect and enzyme alone for no effect
TcdB GH inh – blocks C. difficile toxin B glycohydrolase activity | AID 652162 | inhibition, % at 9.99 µM | P18177 | TcdB glycohydrolase enzymatic assay, plate reader | 350,000 tested, 0.24% active; in the data active means inhibition above about 10%
Target sequence (P18177 whole entry, looked up): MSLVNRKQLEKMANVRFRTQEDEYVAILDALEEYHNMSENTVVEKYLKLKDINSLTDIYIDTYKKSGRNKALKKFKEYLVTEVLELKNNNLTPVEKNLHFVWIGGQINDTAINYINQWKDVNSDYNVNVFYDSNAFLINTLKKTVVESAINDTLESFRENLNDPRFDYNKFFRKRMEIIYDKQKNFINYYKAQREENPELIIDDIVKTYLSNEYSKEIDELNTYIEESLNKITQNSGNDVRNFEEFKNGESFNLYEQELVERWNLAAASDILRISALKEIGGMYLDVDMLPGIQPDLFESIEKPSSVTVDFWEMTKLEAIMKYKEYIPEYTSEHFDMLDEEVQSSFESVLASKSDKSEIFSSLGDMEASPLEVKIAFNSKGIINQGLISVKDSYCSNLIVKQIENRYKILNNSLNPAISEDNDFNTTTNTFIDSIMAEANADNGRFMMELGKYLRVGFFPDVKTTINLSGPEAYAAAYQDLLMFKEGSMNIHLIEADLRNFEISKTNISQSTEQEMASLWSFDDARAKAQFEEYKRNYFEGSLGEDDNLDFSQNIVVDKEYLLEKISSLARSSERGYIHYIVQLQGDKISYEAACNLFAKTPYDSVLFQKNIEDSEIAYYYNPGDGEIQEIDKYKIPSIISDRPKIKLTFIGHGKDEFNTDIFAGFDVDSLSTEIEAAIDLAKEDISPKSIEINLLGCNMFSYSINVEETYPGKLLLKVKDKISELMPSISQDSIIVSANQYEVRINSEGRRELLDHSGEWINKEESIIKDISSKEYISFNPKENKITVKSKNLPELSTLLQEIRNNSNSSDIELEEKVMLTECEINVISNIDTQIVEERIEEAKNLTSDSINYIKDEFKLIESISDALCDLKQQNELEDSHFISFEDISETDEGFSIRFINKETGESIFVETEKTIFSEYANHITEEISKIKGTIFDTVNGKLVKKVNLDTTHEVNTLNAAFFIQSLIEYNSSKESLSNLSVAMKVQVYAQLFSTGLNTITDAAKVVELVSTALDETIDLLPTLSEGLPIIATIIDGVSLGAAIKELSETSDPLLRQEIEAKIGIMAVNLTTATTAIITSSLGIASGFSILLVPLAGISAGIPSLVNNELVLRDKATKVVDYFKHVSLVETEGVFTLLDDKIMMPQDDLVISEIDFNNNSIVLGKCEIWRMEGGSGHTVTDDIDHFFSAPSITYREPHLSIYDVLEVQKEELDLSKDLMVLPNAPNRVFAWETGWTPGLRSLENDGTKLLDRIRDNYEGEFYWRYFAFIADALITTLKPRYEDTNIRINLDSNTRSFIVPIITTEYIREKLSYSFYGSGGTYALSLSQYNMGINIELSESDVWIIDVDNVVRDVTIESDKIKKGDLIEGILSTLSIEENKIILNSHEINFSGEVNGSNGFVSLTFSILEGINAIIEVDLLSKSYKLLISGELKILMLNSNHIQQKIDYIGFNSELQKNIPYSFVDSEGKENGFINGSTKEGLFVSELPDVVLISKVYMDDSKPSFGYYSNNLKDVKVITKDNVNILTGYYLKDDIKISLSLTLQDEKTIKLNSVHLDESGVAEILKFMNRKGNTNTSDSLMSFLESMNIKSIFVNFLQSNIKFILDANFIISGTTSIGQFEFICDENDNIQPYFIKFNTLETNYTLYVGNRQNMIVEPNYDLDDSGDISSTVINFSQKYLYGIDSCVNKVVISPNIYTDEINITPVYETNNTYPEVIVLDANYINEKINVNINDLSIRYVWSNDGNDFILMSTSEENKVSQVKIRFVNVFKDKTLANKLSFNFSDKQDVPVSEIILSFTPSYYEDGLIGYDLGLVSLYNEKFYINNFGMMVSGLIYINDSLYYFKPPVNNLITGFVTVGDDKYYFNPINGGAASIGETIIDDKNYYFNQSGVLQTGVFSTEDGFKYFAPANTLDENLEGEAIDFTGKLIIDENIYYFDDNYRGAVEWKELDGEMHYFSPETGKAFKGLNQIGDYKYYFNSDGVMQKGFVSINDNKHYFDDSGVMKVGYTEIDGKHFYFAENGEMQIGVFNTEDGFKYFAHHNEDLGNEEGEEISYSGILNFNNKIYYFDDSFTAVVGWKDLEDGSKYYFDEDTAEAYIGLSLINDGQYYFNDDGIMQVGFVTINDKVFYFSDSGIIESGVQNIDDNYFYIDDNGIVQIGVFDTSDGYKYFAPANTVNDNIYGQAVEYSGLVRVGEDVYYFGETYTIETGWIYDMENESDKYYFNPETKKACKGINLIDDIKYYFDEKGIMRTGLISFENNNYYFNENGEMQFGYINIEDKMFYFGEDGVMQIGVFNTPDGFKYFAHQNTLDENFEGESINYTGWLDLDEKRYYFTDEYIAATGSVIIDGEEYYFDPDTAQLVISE
PriA SSB inh – inhibitors of Klebsiella pneumoniae PriA binding to SSB C-terminal tail | AlphaScreen SSBct-PriA binding, biotinylated peptide | inhibition, % at 33 µM | 430,000 tested, 0.6% active; in the data active means inhibition mostly above about 37%, no sharp cut-off; inactive means mostly below about 20%;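 further: plate controls were negative control peptide for no effect and reference peptide for full effect; strong numbers were not always called active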
PfHsp40 yeast – compounds rescuing yeast from Plasmodium falciparum HSP40 toxicity. S. cerevisiae expressing PfHsp40, growth rescue, ATP luminescence. growth rescue, % at 12.5 µM. 340,000 tested, 0.68% active; in the data active means growth rescue above about 28%, passing the limit was not always enough; inconclusive means no clear call, values can overlap the other calls;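 further: yeast W303a lacking pdr1 and pdr3 grown in galactose medium; growth measured after three days at 30 °C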
PrPC TRFRET – inhibitors of human cell surface prion protein PrPC; P04156; TR-FRET read-out; inhibition, % at 13.8 µM; 370,000 tested, 0.43% active; in the data active means inhibition above about 24%; further: 0% = median of the test wells and 100% = reference compound wells
BH1578 lux ind – inducers of Vibrio cholerae quorum light production without autoinducers. V. cholerae BH1578 lux reporter, luminescence, 6 h. 350,000 tested, 0.16% active. AID 588436. activation, % at 18.7 µM; in the data active means activation mostly above about 9.7%, no sharp cut-off; inconclusive means no clear call, values can overlap the other calls; inactive means mostly below about 3.7%; further: not every result past the cut was called active; inactives centre near 0; reference of the scale not given here
Numbers without * were called inactive; i = inactive; ? = inconclusive; . = no result given. Unless noted, no stated cut-off is given here; in the data, active means inhibition above about 30%; inconclusive means no clear call, values can overlap the other calls; inactive means below that. Only part of the results is shown; count on the stated rates, not on these rows.

SMILES	Y pestis TopoI	SARS 3CLpro inh	BoNT A protease	Anthrax LF prot	TcdB GH inh	PriA SSB inh	PfHsp40 yeast	PrPC TRFRET	BH1578 lux ind
O=C(O)CSc1nnc(CNc2ccccc2Cl)n1-c1ccccc1	11	7	0.3	6	.	-4	1.2	2	-0.4
O=C(NCc1ccco1)c1ccc(NS(=O)(=O)c2cccc(F)c2)cc1	0	1	.	.	-0.4	-1	-1.0	-2	-0.3
Cc1nn(C2CCS(=O)(=O)C2)c(C)c1C=O (stereo not given)	15	1	-0.3	0	0.5	-3	0.0	8	-0.4
CCc1ccc2c(CSc3nnnn3C)cc(=O)oc2c1	-2	-1	-0.3	1	2.5	-14	-1.0	-2	i
O=C(NNC(=O)C(c1ccccc1)c1ccccc1)c1cccs1	7	2	0.3	-3	4.7	-6	-0.4	-2	i
Fc1ccc(Oc2nc(-c3ccccn3)nc3ccccc23)cc1	22	-7	.	.	0.9	-1	.	-4	-0.3
COc1cc(-c2c(NC(=O)c3ccco3)oc3ccccc3c2=O)cc(OC)c1OC	8	-7	0.4	-4	-0.2	7	1.4	1	7.1
Cc1ccc(OCC(O)Cn2c(N3CCCCC3)nc3c2c(=O)[nH]c(=O)n3C)cc1C (stereo not given)	41	3	-0.1	7	0.9	-2	-0.2	5	-1.8
CCN1C(=NCCc2ccc(Br)cc2)N[C@@H](c2ccccc2)[C@H](C(=O)OC)[C@H]1C	1	.	-0.3	5	0.7	-5	2.5	-2	2.2
COc1cccc(NC(=O)Nc2nnc(Cc3ccc(OC)c(OC)c3)s2)c1	0	-3	-2.4	-6	-0.7	-3	2.2	-1	i
CC1CCN(S(=O)(=O)c2ccc3c(c2)N(CC(=O)NCCCN2CC(C)CC(C)C2)C(=O)CS3)CC1 (stereo not given)	8	3	-0.1	-1	1.9	-8	1.4	-8	-1.0
CCC(=O)Nc1ccc(Oc2ccc(NC(=O)CC)c(NC(=O)CC)c2)cc1	-6	0	-0.9	-2	2.0	-8	0.5	-5	-1.6
COC(=O)/C=C/c1ccc2c(c1)OCO2	9	4	-1.2	-1	6.4	-20	-0.5	-1	-0.3
N=c1ccccn1Cc1ccccc1	2	3	-0.2	-3	2.1	-6	15	-7	-0.4
CC(CN1CCN(C)CC1)OC(=O)c1ccc(Cl)cc1 (stereo not given)	-13	-3	-1.0	-4	.	-7	-0.3	1	i
O=C(CCCn1c(=S)[nH]c2ccsc2c1=O)NC1CCCCC1	-1	-4	-0.6	1	-0.5	3	0.7	-2	i
Cc1ccc2nc(CCCc3nc4ccc(C)cc4[nH]3)[nH]c2c1	-2	1	2.8	-5	2.9	-26	-0.8	-16	-0.4
COC(=O)[C@]12CCCCC=C1N(CCC1=CCCCC1)C(=O)[C@H](CC(=O)N1CCOCC1)C2	.	.	0.4	-1	1.3	.	.	-4	.
COc1cc(N2CCOCC2)ncn1	-8	-3	?	-3	.	-1	0.1	1	-0.2
CC(=O)c1c(O)cc(O)cc1O	6	.	1.0	4	-5.4	0	-1.3	-4	-0.4
Cc1ccc(-c2ccc(=O)n(CC(=O)NCC3COCCO3)n2)cc1 (stereo not given)	-8	1	-0.4	0	-0.9	-4	-1.3	0	-0.2
CC(C)(C)c1ccc(C2=CSC3=NCCN23)cc1	-3	-5	-0.1	-5	1.7	-5	-0.6	-5	i
CCC(=O)CC(c1ccc([N+](=O)[O-])cc1)c1c(O)c2ccccc2oc1=O (stereo not given)	-4	2	-1.7	-5	.	-5	0.7	-6	-5.0
O=C(Nc1nnc(SCc2c(Cl)cccc2Cl)s1)C1CCCO1 (stereo not given)	1	6	-2.0	1	2.1	-20	1.2	2	i
COc1cc(N/N=C/c2ccc(N(C)C)cc2)ncn1	-9	6	-0.4	-5	1.0	.	-1.4	6	-0.2

Single records (already shown). Order of values: Y pestis TopoI, SARS 3CLpro inh, BoNT A protease, Anthrax LF prot, TcdB GH inh, PriA SSB inh, PfHsp40 yeast, PrPC TRFRET, BH1578 lux ind
`Cc1ccc(OCC(O)Cn2c(N3CCCCC3)nc3c2c(=O)[nH]c(=O)n3C)cc1C` (stereo not given) is listed as 41, 3, -0.1, 7, 0.9, -2, -0.2, 5, -1.8
`COC(=O)/C=C/c1ccc2c(c1)OCO2` is listed as 9, 4, -1.2, -1, 6.4, -20, -0.5, -1, -0.3

Continuation.
SMILES	Y pestis TopoI	SARS 3CLpro inh	BoNT A protease	Anthrax LF prot	TcdB GH inh	PriA SSB inh	PfHsp40 yeast	PrPC TRFRET	BH1578 lux ind
COC(=O)NNC(=O)COc1ccc(Br)c(C)c1	6	1	-0.2	2	.	-6	13	1	i
O=C(NC(=S)NCCc1ccccc1)c1ccccc1	13	5	-0.3	1	0.0	-6	1.6	.	-0.3
O=C1C=C(c2ccc(CO)cc2)C[C@@H](c2ccc3c(c2)OCO3)C1	15	.	0.3	-4	0.4	3	2.8	-4	-0.4
CC1=C(C(=O)OCc2ccc3c(c2)OCO3)C(c2ccc(F)cc2)NC(=O)N1 (stereo not given)	4	2	0.5	-6	.	3	0.9	1	4.5
C[n+]1cccc(C(=O)[O-])c1	2	.	-1.0	-4	0.6	.	-0.5	8	i
COc1ccc(C(=O)N2CCCC(c3nc(-c4ccc(OC)c(OC)c4)no3)C2)c(OC)c1 (stereo not given)	29	-5	4.9	-9	.	0	-0.5	-2	i
COc1ccc(-c2csc(C(NC(C)=O)c3cccc(OC)c3)n2)cc1 (stereo not given)	2	.	-0.1	-6	0.6	.	.	4	2.0
COc1ccc(/C=N/Nc2nc(-c3cccnc3)nc3ccccc23)cc1OC	1	1	-0.4	-1	1.1	i	2.4	7	-0.6
COC(=O)c1ccc(NC(=S)Nc2ccccn2)cc1	5	-2	0.5	-2	.	-18	-0.3	13	i
COc1cccc(C(=O)COc2ccccc2-c2ccccc2)c1	12	-1	-1.1	0	0.5	-103	4.1	6	i
CC1=C(C(=O)OC(C)C)[C@]2(C(=O)N(CC(N)=O)c3ccccc32)C(C#N)=C(N)O1	-1	5	-0.3	2	.	-8	-0.8	-10	6.2
O=C(N/N=C/c1ccnc2ccccc12)c1ccccc1O	4	-2	-4.2	1	-0.3	.	-0.3	-21	i
CCOC(=O)c1c(-c2ccccc2)csc1NC(=O)c1cccc(N2C(=O)CCC2=O)c1	4	6	0.9	4	.	-6	0.5	0	-0.6
COc1ccccc1-c1c(NC(=O)C(C)C)n(C)c2ccccc2c1=O	3	1	?	-22	-0.2	-6	1.4	1	i
Cc1ccc(C2=NN(CC(=O)NCc3ccccn3)C(=O)CC2)cc1	4	3	0.2	2	0.3	-5	-0.6	0	i
O=C1Nc2cc(C(=O)N3CCN(c4ccccn4)CC3)ccc2S/C1=C\c1ccccc1	16	1	0.3	2	-0.8	4	1.8	6	-0.3
Nn1c(SCc2ccc([N+](=O)[O-])cc2)nc2ccccc2c1=O	10	3	0.0	-6	-0.4	1	-0.3	0	i
Nc1ccccc1C(=O)N=Nc1[nH]c(N)c2ccccc12	-2	-2	-1.0	-3	0.5	45	0.3	-11	-0.4
Cc1cccc(NC(=O)CN2C(=O)S/C(=C\c3ccc(O)c([N+](=O)[O-])c3)C2=O)c1	-8	7	-0.3	-1	1.8	8	-0.5	-7	i
O=C1c2ccccc2S(=O)(=O)c2cc(N3CCN(c4ccccn4)CC3)ccc21	-7	.	5.0	12	-0.1	-16	0.0	-11	-0.9
Nc1cc(N)cc(Cc2ccccc2)c1	.	.	-3.4	-12	2.0	.	.	1	.
N#C/C(=C\c1ccc(-c2ccccc2[N+](=O)[O-])o1)C(=O)N1CCOCC1	2	-1	0.5	-1	2.2	4	-0.1	-5	i
COc1cc(C2C3=C(CC(C)(C)CC3=O)Nc3c2c(=O)[nH]c(=O)n3Cc2ccccc2)ccc1O (stereo not given)	1	1	0.0	-1	.	2	1.0	5	-1.7
Cc1ccc(-n2nc(C)c(/C=N/NC(=O)c3cccs3)c2Cl)cc1	-1	0	-0.1	4	-1.3	.	-0.6	7	i
CCOC(=O)N1CCN(C(=S)NC(=O)c2cccc(OC)c2)CC1	-6	.	-1.4	?	-0.4	.	-1.2	0	i

Taken from above:
For SARS 3CLpro inh, Nc1ccccc1C(=O)N=Nc1[nH]c(N)c2ccccc12 has -2
For BH1578 lux ind, COc1ccc(/C=N/Nc2nc(-c3cccnc3)nc3ccccc23)cc1OC has -0.6
For PriA SSB inh, COC(=O)NNC(=O)COc1ccc(Br)c(C)c1 has -6
For PfHsp40 yeast, COc1cccc(C(=O)COc2ccccc2-c2ccccc2)c1 has 4.1

Continued:
SMILES	Y pestis TopoI	SARS 3CLpro inh	BoNT A protease	Anthrax LF prot	TcdB GH inh	PriA SSB inh	PfHsp40 yeast	PrPC TRFRET	BH1578 lux ind
COc1cc(OC)c(OC)cc1/C=C1\CC(C)C/C(=C\c2cc(OC)c(OC)cc2OC)C1=O (stereo not given)	27	-2	4.5	-6	0.7	4	-2.2	3	-1.8
Cc1cccc(N=NC(=S)NNc2cccc(C)c2)c1	-23	.	0.8	-10	-3.8	52*	2.0	0	-3.8
Cc1ccn2c(C(=O)N/N=C/c3ccc(Cl)cc3)c(C)nc2c1	6	-6	-0.4	16	0.3	.	-2.3	3	i
CC(C)NC(=O)C(=O)NNC(=O)C12CC3CC(CC(C3)C1)C2	4	0	0.0	-1	.	-17	0.6	4	-1.1
C/C(=N\NC(=O)c1ccc(CN2CCc3ccccc3C2)cc1)c1ccccc1O	3	2	0.0	-3	1.1	.	13	-5	0.0
COc1ccccc1C(CNC(=O)c1cccc(S(=O)(=O)N2c3ccccc3CC2C)c1)N(C)C (stereo not given)	-7	.	-0.1	4	-0.5	2	-1.3	-9	-1.6
COC(=O)[C@]1(C)N[C@H](c2ccc(-c3ccc(Cl)c(Cl)c3)c(OC)c2)[C@@H]2C(=O)N(C)C(=O)[C@@H]21	4	.	-0.1	-3	-0.1	3	4.2	-1	i
CC(C)c1nnc(NC(=O)CCC(=O)NC2CCCCCC2)s1	1	-1	-2.1	0	0.4	-1	-0.4	-1	i
COc1ccccc1CCc1nnc(CCC(=O)NCCCOc2cccnc2)o1	0	-2	0.5	-4	0.6	-5	0.3	0	i
CN(C(=O)COC(=O)CNC(=O)c1ccccc1Cl)c1ccccc1	0	1	-0.5	-3	15*	-8	-1.3	5	i
Fc1ccc(OCc2nc(-c3cccs3)no2)cc1	14	4	0.1	-3	1.4	-25	0.0	3	-2.0
Cc1ccc(-n2nnnc2SC(C)C(=O)Nc2ccc(Cl)cn2)cc1 (stereo not given)	15	-6	0.9	-4	.	-11	0.3	11	-3.5
O=[N+]([O-])c1ccc(Sc2ccccc2Cl)nc1	-5	-4	-0.5	-6	.	33	0.2	-6	-0.2
CC(C)NC(=O)CCS(=O)(=O)c1ccc(Br)s1	-4	-1	-1.0	0	.	-11	0.0	-4	-2.9
O=C1OC(/C=C/c2ccccc2)=NC/1=C/C=C/c1ccccc1	-5	5	2.5	3	.	6	-0.9	-6	-0.6
CCSc1ccc2c(c1)N(CCCN1CCN(C)CC1)c1ccccc1S2	-5	.	-1.3	-11	-20	43*	-1.0	-11	i
CC1(C)CC(=O)C(C(C2=C(O)CC(C)(C)CC2=O)c2ccc(O)c([N+](=O)[O-])c2)=C(O)C1	-3	1	-0.2	-2	-0.1	-5	-1.8	5	i
COc1ccccc1N1CCN(c2ccc([N+](=O)[O-])nc2)CC1	4	1	0.5	-8	1.1	-9	0.4	-8	-0.6
CCN(CC)c1ccc(C=Nc2ccccc2C)c(O)c1	-3	-5	51*	34*	0.5	-10	-2.5	-4	-0.3
C=C(C)CNC(=S)Nc1sc2c(c1C(=O)OCC)CC(C)(C)OC2	-3	4	0.0	0	.	-2	7.9	0	-0.3
CS(=O)(=O)c1ccccc1-c1nnc(NC(=O)c2ccco2)o1	4	.	.	.	2.4	-8	-1.2	-5	-0.3
N#Cc1cnn(-c2ncnc3sc(-c4ccccc4)cc23)c1N	-4	1	2.4	4	.	-14	0.0	-3	i
C=CCn1c2ccccc2c2nnc(SCC(=O)Nc3cc(C)on3)nc21	4	-3	-0.6	-2	.	3	-1.3	1	i
